Tb PYK inh – qHTS of Trypanosoma Brucei Inhibitors | pyruvate kinase (Trypanosoma brucei), Q57TT1 | TbPYK enzyme, Kinase-Glo Plus ATP luminescence, 45 min | 0.12% of 410,000 active | Potency, µM (top dose mostly 76.8 µM), for the others: at the highest dose activity, negative = inhibition, usual class: inhibitors; further: potency means the concentration at half of the fitted maximal effect; nearly all actives have a fitted effect of over 50% in size
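T. brucei PYK with substrate was exposed to pin-transferred compounds across a concentration series, then started with 130 uM ADP (final). After 45 min at room temperature, Kinase-Glo Plus luminescence was read, normalized and curve-fitted.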
AmpC detergent – qHTS Inhibitors of AmpC Beta-Lactamase (assay with detergent); AmpC hydrolysis of nitrocefin, absorbance 480 nm, 0.01% Triton; Potency, µM (titrated, usually from 114 µM), for inactives: at the top dose activity change, negative = inhibition, usual class: inhibitors; 0.041% of 370,000 active; AID 485294, 2010; P00811;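 further: potency means the concentration at half of the fitted maximal effect; 0% = no-compound wells and -100% = no-enzyme wells; nearly all actives have a fitted effect of over 25% in size; some results filed as inactive show a strong effect at the top dose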
Target sequence (P00811 whole entry, looked up): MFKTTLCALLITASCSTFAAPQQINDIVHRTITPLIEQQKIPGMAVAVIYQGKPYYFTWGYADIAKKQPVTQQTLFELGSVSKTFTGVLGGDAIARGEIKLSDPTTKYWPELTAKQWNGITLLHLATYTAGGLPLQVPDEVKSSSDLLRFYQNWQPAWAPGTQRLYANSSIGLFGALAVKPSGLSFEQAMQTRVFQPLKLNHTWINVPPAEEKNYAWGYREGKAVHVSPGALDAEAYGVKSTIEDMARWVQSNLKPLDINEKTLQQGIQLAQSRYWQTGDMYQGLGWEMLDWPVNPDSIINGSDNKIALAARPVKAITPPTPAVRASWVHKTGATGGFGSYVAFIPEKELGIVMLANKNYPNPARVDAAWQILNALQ
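20 mM phosphate pH 7.0 + 0.01% (detergent screen) or 0.0001% Triton X-100; 5.3 nM AmpC reagent; cpd preinc 15 min RT; nitrocefin (800 uM stock) to start; A480 q20 s × 4 min; Activity was normalised to no-enzyme and no-compound control wells.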
AMA1-RON2 inh – qHTS for Inhibitors of AMA1-RON; Towards Development of Antimalarial Drug Lead: Primary Screen. AID 720542, 2013. Plasmodium falciparum AMA1 (3D7) - RON2 peptide interaction. Potency, µM (top dose mostly 58.2 µM), for inactives: top-dose activity change, negative = inhibition, actives largely listed as inhibitors. 0.2% of 360,000 active. AlphaScreen AMA1-biotinylated RON2 peptide binding;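 further: potency means the concentration at half of the fitted maximal effect; 0% = vehicle wells and -100% = peptide control; nearly all actives have a fitted effect of over 45% in size; some results filed as inactive show a strong effect at the top dose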
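AMA1 (3D7) with his tag at 25 nM final met compounds first, then biotinylated RON2 peptide at 25 nM; detection used donor plus acceptor beads, 10 µg/mL apiece, read by AlphaScreen after 30 min at room temperature.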
HCV inhibitor – qHTS Assay for Inhibitors of Hepatitis C Virus (HCV); 3.4% of 340,000 active; Potency, µM (doses to about 41.8 µM), for the others: top-dose activity change, negative = inhibition, hits mostly inhibitors; AID 651820, 2012; Huh7.5.1 HCVcc-Cre infection, luciferase reporter, 44 h; further: potency means the concentration at half of the fitted maximal effect
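After 44 h co-culture of compound, cells and HCVcc-Cre (~0.5 moi), substrate is added for 15 min at room temperature and luciferase measured over 15 sec. Cells were seeded at 1,000/well and pre-cultured 4 h.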
LmPK inhibitor – qHTS Assay for Inhibitors of Leishmania Mexicana Pyruvate Kinase (LmPK); AID 1721, 2009; purified LmPK, Kinase-Glo ATP luminescence, 1 h; Q27686; Potency, µM (top dose mostly 57.5 µM), for inactives: at the top dose activity change, negative = inhibition, hits mostly inhibitors; 0.37% of 290,000 active; further: potency means the concentration at half of the fitted maximal effect
Target sequence (Q27686 whole entry, looked up): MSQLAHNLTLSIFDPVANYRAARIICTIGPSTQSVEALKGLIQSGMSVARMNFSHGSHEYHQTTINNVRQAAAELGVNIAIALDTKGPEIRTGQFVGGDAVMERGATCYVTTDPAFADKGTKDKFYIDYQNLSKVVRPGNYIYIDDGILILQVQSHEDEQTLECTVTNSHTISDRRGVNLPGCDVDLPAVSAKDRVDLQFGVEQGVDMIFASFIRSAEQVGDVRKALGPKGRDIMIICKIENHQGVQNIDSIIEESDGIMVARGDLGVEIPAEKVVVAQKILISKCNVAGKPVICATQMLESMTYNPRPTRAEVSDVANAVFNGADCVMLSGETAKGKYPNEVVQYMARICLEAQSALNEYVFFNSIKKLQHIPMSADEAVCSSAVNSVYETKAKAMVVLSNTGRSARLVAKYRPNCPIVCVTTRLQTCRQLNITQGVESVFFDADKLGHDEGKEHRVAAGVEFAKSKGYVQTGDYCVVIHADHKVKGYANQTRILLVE
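Kinase-Glo luminescence read after 1 h RT reaction of 0.1 nM LmPK with 0.5 mM PEP and 0.1 mM ADP. Activity scaled between uninhibited and enzyme-free controls.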
HCMV antiviral – qHTS Assay for inhibitors of the human cytomegalovirus (HCMV); HFF cells, HCMV-luciferase reporter, 72 h; stronger effect = lower value; activity change, negative = inhibition, % at 57.5 µM; 4.5% of 410,000 active; AID 1259415, 2018; in the data active means activity change below about -60%; inconclusive means no clear call, values can overlap the other calls; inactive means above about -39%
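Cell-based, HFFs, 1000 cells/well, 16 h 37C; cpds in DMSO + HCMV-luc, MOI 1 PFU/cell; 72 h 37C; OneGlo luminescence after 5 min RT; norm. to buffer vs Salinomycin 10uM.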
AmpC no deterg – qHTS Inhibitors of AmpC Beta-Lactamase (assay without detergent); P00811; AmpC nitrocefin hydrolysis, absorbance 480 nm, 0.0001% Triton; Potency, µM (series often up to 57.1 µM), without a hit: top-dose activity change, negative = inhibition, most hits filed as inhibitors; 0.52% of 330,000 active;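 further: potency means the concentration at half of the fitted maximal effect; plate controls were no compound for no effect and no enzyme for full effect; nearly all actives have a fitted effect of over 20% in size; some results filed as inactive show a strong effect at the top dose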
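20 mM phosphate pH 7.0 + 0.01% (detergent screen) or 0.0001% Triton X-100; 5.3 nM AmpC reagent; cpd preinc 15 min RT; nitrocefin (800 uM stock) to start; A480 q20 s × 4 min; Activity was normalised to no-enzyme and no-compound control wells.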
Starred values were filed as active, the others as inactive; ? = inconclusive; . = not tested or not shown; & = joins results of further samples; [ ] = another dose, or the depositor's remark. Unless noted, the call rests on the fitted dose curve; in most records, active means well fitted curve in the direction sought with a large enough effect; inconclusive means small, poorly fitted or top-dose-only effect, or another doubt; inactive means no such curve, though single readings can be large; an effect the other way counts as inactive or inconclusive. Unless noted, on the % scale 0 is the no-effect control and ±100 the full control effect.

SMILES | Tb PYK inh | AmpC detergent | AMA1-RON2 inh | HCV inhibitor | LmPK inhibitor | HCMV antiviral | AmpC no deterg
CCCN1C2CCCC1CC(NC(=O)NC13CC4CC(CC(C4)C1)C3)C2 (stereo not drawn) | 4.7% | -6.6% | 4.0% | 4.8% | 1.8% | -12.0 | 3.4%
O=C(Nc1ccc(S(=O)(=O)N2CCCCC2c2cccnc2)cc1)c1c(F)cccc1F (stereo not drawn) | 10.4% | -10.2% | -0.7% | -15.0% | 2.4% | -34.4 | -19.3%
Cc1cc(NC(=O)CN2CCN(c3ccc(O)cc3)CC2)no1 | ? | -4.8% | 1.3% | 6.4% | -6.9% | -8.1 | 2.3%
Cc1nc2ccc(NC(=O)[C@H](C)N3C(=O)C4CC=CCC4C3=O)cc2s1 (stereo partly drawn) | 1.0% | . | 1.0% | 13.3% | . | -9.5 | -20.9%
O=Cc1c(OCc2ccccc2)ccc2ccccc12 | 0.9% | 2.3% | -12.5% | ? | -3.6% | -6.3 | -34.1%
Cc1c(OC(C)C(=O)N2C[C@H]3C[C@@H](C2)c2cccc(=O)n2C3)ccc2c3c(c(=O)oc12)CCC3 (stereo partly drawn) | 1.3% | -15.4% | 20.9% | ? | -2.5% | 114.9 | 14.0%
COc1ccccc1N1CCN(C(=O)c2sc3nc(C)nc(N4CCN(c5ccccn5)CC4)c3c2C)CC1 | 0.6% | 5.2% | -25.0% | ? | -1.3% | 16.4 | 162.5%[activator]
CCC1CN(C(=O)N2CCC(C(=O)NCCc3cc(OC)ccc3OC)CC2)c2ccccc2O1 (stereo not drawn) | -0.4% | 6.2% | . | . | . | 53.9 | .
CN(C)C(CNC(=O)c1ccccc1OCc1ccc(Cl)cc1)c1ccco1 (stereo not drawn) | -19.1% | -7.7% | -3.5% | 17.8µM* | . | -10.7 | 53.7%
COc1ccc2cc3[n+](cc2c1OC)CCc1cc2c(cc1-3)OCO2 | -3.3%&4.2%&1.2% | ? | 21.2%&3.1% | ? | -0.1% | -95.6* | -14.1%&-22.6%
CCOc1ccccc1NC(=O)CCn1cnnn1 | 2.7% | 8.2% | . | . | . | -4.1 | .
Cn1c(Oc2ccc(F)cc2)c(C=O)c2ccccc21 | -2.5% | 3.1% | 42.8%[activator] | -23.5% | -6.3% | -31.9 | -24.7%
CC(=O)c1sc2c(c1OC(=O)c1ccc(Cl)cc1)c(=O)n(-c1ccccc1)c(=S)n2-c1ccccc1 | -12.5% | . | 8.2% | -18.2% | . | 0.4 | .
O=[N+]([O-])c1ccccc1N/N=C/c1ccccc1 | -11.6% | -3.7% | -8.0% | 14.0% | -8.1% | 67.8 | -31.2%
CCCc1cc(=O)oc2cc(C)cc(OCC(=O)NCCN3CCOCC3)c12 | 2.0% | -1.7% | -11.3% | -23.9% | 2.0% | -7.4 | 56.1%
CCOc1cc(-c2noc(N)c2C#N)cc(OCC)c1OCC | -10.0% | 1.2% | -7.6% | -28.5% | 0.4% | 117.8 | -12.3%
CCCNC(=O)C(Cc1ccc(OC)cc1)NC(=O)c1ccc(Cl)cc1 (stereo not drawn) | -22.5% | 5.6% | -1.8% | 1.2% | . | -13.4 | -10.3%
O=C(Nc1ccc(Cl)cc1)Nc1nnc(CSCc2ccccc2)s1 | -1.3% | ? | -5.8% | 5.2% | 2.1% | -70.2* | -24.0%
CNS(=O)(=O)c1cn(CC(=O)Nc2ccc(F)cc2F)cc1S(=O)(=O)NC | -14.6%[15.4 µM] | -8.5% | . | . | . | 0.0 | .
CCCCN(C)C(=S)Nc1ccc(Oc2ccccc2)cc1 | -8.5% | 0.6% | 26.5% | -0.4% | 2.5% | -9.0 | -21.6%
Cc1ccccc1NC(=O)CCCCCN1C(=O)[C@@H]2Cc3ccccc3CN2C1=O | 5.3% | -13.8% | -2.3% | 0.6% | -12.5% | -17.7 | 80.8%[activator]
O=C(NN1CC(C(=O)OCc2ccc(Br)cc2)CC1=O)c1ccccc1 (stereo not drawn) | -2.6% | 2.5% | 11.4% | 2.2% | -1.7% | -7.3 | 30.2%
c1ccc(NCCSc2nc3ccccc3s2)cc1 | -7.6% | . | 14.4% | -21.0% | . | 20.7 | .
CCSc1nc2sc3c(c2c(=O)[nH]1)CC(C)(CC)OC3 (stereo not drawn) | -9.6% | ? | -6.1% | -20.4% | 3.3% | 45.4 | -10.1%
O=C(N/N=C/c1ccc(N2CCOCC2)o1)c1cccc([N+](=O)[O-])c1 | 12.6µM* | -0.6% | 52.9%[activator] | -7.0% | -2.9% | -16.7 | -26.0%

Quoted at random: 3 entries already listed, in no set order.
SMILES | Tb PYK inh | AmpC detergent | AMA1-RON2 inh | HCV inhibitor | LmPK inhibitor | HCMV antiviral | AmpC no deterg
Cn1c(Oc2ccc(F)cc2)c(C=O)c2ccccc21 | -2.5% | 3.1% | 42.8%[activator] | -23.5% | -6.3% | -31.9 | -24.7%
O=C(Nc1ccc(S(=O)(=O)N2CCCCC2c2cccnc2)cc1)c1c(F)cccc1F (stereo not drawn) | 10.4% | -10.2% | -0.7% | -15.0% | 2.4% | -34.4 | -19.3%
Cc1nc2ccc(NC(=O)[C@H](C)N3C(=O)C4CC=CCC4C3=O)cc2s1 (stereo partly drawn) | 1.0% | . | 1.0% | 13.3% | . | -9.5 | -20.9%

(continued)
SMILES | Tb PYK inh | AmpC detergent | AMA1-RON2 inh | HCV inhibitor | LmPK inhibitor | HCMV antiviral | AmpC no deterg
CCOc1ccccc1N(CC)C(=O)Cn1ncc2c(=O)oc3ccccc3c21 | -0.6% | -11.3% | 1.9% | 7.9% | 3.6% | -30.6 | -4.8%
Cc1ccc(OCC(=O)N2CCN(Cc3ccc4c(c3)OCO4)CC2)cc1 | -12.2% | ? | -12.2% | -5.8% | -3.3% | -14.6 | -7.6%[11.4 µM]
Cc1cc2occ(CC(=O)NC3=NCCS3)c2cc1C(C)C | -5.4% | ? | 45.7%[activator] | ? | 5.2% | 22.8 | -14.1%
O=C(NCCc1ccccc1C(F)(F)F)c1cc(COc2ccccc2)on1 | 0.3% | . | 22.7% | . | . | -26.0 | .
CCC(C(=O)NC(C)(C)C)N(C(=O)Cn1nnc(-c2ccccc2F)n1)c1cccc2c1CCCC2 (stereo not drawn) | 1.8% | 4.0% | 5.1% | -25.9% | 2.0% | 27.8 | -12.2%
CC(C)NC(=O)c1ccc(CSc2nc3ccncc3n2Cc2cccc(F)c2)cc1 | 1.6% | 16.1% | . | . | . | 6.5 | .
c1ccc(N=Nc2ccc(C3=NCCO3)cc2)cc1 | -21.6% | . | -26.8% | . | . | 115.3 | .
COc1ccc2oc(-c3ccc(NC(=O)c4ccc(Cl)cc4Cl)cc3)nc2c1 | 1.4% | 12.3% | . | . | . | ? | .
N#Cc1c(Nc2ccccc2)sc(C(=O)c2ccccc2)c1N | -6.1% | -1.0% | -0.3% | ? | -0.2% | -28.0 | -15.4%
COC(=O)c1cc(Br)ccc1-c1ccc(/C=N/n2nnnc2N)o1 | -5.0% | 0.3% | -1.9% | -27.7% | -2.7% | 61.6 | -17.5%
CCc1ccc2c(Cl)c(C(=O)N/N=C/c3c[nH]c4ccccc34)sc2c1 | -1.9% | 0.0% | 10.8% | ? | 2.3% | -22.0 | -39.5%
O=C(O)C1Cc2ccccc2N2CCCC12 (stereo not drawn) | ? | 1.6% | -18.5% | -29.2% | 1.9% | -61.1* | -2.2%
O=c1sc2ccccc2c(N2CCCC2)c1[N+](=O)[O-] | 3.9% | 0.6% | 0.7% | -4.1% | -1.4% | 4.2 | -14.8%
Cc1c(C(N)=O)nnn1-c1ccc(Br)cc1 | 1.5% | 22.2% | . | . | . | 1.9 | .
Cc1ccc(S(=O)(=O)CCSc2n[nH]c(=O)n2-c2ccc3c(c2)OCCO3)cc1 | -8.5% | -2.9% | -2.4% | ? | -3.6% | -33.9 | -7.3%
CCOCCC(=O)Nc1ccc2c(c1)c(=O)n(C)n2-c1ccc2ccccc2c1 | -3.2% | . | 7.2% | . | . | -74.6* | .
COc1ccc(-c2cc(C(F)(F)F)nc(SCC(=O)Nc3cc(C)on3)n2)cc1 | 4.8% | -16.8% | 3.8% | ? | 1.4% | 1.7 | -16.0%
O=C(CNC(=S)N(CCCN1CCOCC1)Cc1cccs1)N1CCCC1 | 0.3% | ? | -21.6% | 20.3% | -2.9% | -28.6 | 24.0%
CCOC(=O)NC(NCc1ccccc1Cl)(C(F)(F)F)C(F)(F)F | 1.3% | -13.5% | 2.8% | 2.1% | 1.5% | -7.9 | -4.1%
CCC(Oc1ccccc1)C(=O)Nc1cc(-c2cccc(C)c2)nn1-c1ccccc1 (stereo not drawn) | -4.6% | 19.3% | . | . | . | 46.5 | .
CC1(C)CC(=NOC(=O)c2ccccc2)CC(C)(C)N1O | 14.1% | -14.0% | 1.5% | -2.4% | -4.2% | ? | -21.9%
O=C(NCCCn1ccnc1)C(=O)NCC1OCCN1S(=O)(=O)c1ccc(F)cc1 (stereo not drawn) | 5.3% | -7.2% | -1.6% | -1.9%[8.37 µM] | 1.4% | 22.7 | -11.7%
Cn1c(CCCNC(=O)c2ccco2)nc2ccccc21 | -15.0% | . | 15.7% | 19.4% | . | 94.3 | .
O=C1CSC(=S)N1N=Cc1ccccc1O | ? | . | 35.7%[activator] | -5.7% | . | 31.5 | .
N#Cc1nc(COc2ccccc2Cl)oc1NCc1ccc(F)cc1 | 2.3% | 3.5% | -20.5% | 9.2% | 2.3% | 5.1 | -41.7%
COc1cccc2cc(-c3nc4sc5c(c4c(=O)[nH]3)CCC(C(C)(C)C)C5)c(=O)oc12 (stereo not drawn) | 4.8% | -4.0% | . | . | . | -10.3 | .
Cc1ccc(/C=N/N2CCN(c3ccccc3)CC2)cc1 | -3.4% | -6.2% | -25.7% | -11.9% | -3.1% | -3.1 | -3.2%
NS(=O)(=O)c1ccc(NC(=O)CN(C(=O)C(F)(F)F)C2CCCC2)cc1 | -0.6% | . | 2.3% | . | . | -34.0 | .
COCCn1ccc2c(OCC(=O)NCCc3ccccc3)cccc2c1=O | -3.8% | ? | 0.7% | 10µM* | . | -3.6 | -20.4%
O=C(CCn1nnc2ccccc2c1=O)N[C@H](C(=O)O)c1ccccc1 | -2.6% | ? | -4.3% | 20.3% | -4.5% | 0.9 | -4.6%

Compound activity as filed in PubChem.
